# USP10 block – human USP10 deubiquitinase inhibition. Q14694. purified USP10, Ub-rhodamine fluorescence, 60 min. inhibition, % at 20 µM. 47,000 tested, 1.1% active
# USP28 inh – human USP28 deubiquitinase inhibition. Q96RU2. purified USP28, Ub-rhodamine cleavage fluorescence, 30 min. inhibition, % at 25 µM. 47,000 tested, 3% active. AID 1645857
# Target sequence (Q96RU2 whole entry, looked up): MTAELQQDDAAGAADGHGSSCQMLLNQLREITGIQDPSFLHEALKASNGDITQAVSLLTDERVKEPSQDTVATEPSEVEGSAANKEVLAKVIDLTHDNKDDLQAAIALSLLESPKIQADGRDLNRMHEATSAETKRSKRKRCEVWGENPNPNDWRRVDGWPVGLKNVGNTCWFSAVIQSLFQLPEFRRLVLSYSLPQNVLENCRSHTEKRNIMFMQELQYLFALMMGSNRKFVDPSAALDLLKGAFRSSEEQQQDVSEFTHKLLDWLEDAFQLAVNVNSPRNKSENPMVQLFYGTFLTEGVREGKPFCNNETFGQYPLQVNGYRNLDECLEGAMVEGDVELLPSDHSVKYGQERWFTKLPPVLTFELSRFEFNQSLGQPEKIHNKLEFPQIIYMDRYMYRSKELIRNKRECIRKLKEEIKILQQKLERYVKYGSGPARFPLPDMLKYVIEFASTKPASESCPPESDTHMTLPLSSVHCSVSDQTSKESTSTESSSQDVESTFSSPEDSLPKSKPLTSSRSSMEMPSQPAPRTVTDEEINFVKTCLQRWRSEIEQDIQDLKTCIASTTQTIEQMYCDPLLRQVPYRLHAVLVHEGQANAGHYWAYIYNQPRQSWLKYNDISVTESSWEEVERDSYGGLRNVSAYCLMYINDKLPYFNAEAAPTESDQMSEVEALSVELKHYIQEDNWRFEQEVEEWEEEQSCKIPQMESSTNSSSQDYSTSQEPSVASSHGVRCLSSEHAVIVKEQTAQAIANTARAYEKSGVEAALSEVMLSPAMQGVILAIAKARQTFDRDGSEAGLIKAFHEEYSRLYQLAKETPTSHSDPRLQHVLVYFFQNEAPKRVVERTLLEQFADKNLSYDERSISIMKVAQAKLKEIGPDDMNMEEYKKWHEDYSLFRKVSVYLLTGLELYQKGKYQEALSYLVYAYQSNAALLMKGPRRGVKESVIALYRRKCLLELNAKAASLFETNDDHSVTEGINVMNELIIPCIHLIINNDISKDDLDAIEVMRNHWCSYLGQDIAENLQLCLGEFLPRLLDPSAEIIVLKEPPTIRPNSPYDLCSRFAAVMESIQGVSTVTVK
# UCHL1 inh – blocks human UCHL1 ubiquitin-rhodamine cleavage. AID 1645859. purified UCHL1, Ub-rhodamine cleavage fluorescence. 47,000 tested, 0.2% active. inhibition, % at 20 µM
# USP17 inh – blocks human USP17 ubiquitin-rhodamine cleavage; purified USP17, Ub-rhodamine cleavage fluorescence, 3 h; 47,000 tested, 6.5% active; inhibition, % at 50 µM
# OTUD3 block – inhibitors of human OTUD3 deubiquitinase; inhibition, % at 25 µM; purified OTUD3, Ub-rhodamine fluorescence, 2 h; AID 1645858; Q5T2D3; 47,000 tested, 0.7% active
# USP30 block – blocks human USP30 ubiquitin-rhodamine cleavage; purified USP30, Ub-rhodamine cleavage fluorescence; inhibition, % at 25 µM; AID 1645860; 47,000 tested, 5.3% active; Q70CQ3
# USP7 block – human USP7 deubiquitinase inhibition; purified USP7, Ub-rhodamine cleavage fluorescence; inhibition, % at 20 µM; 47,000 tested, 0.3% active
# USP8 block – blocks human USP8 ubiquitin-rhodamine cleavage; 47,000 tested, 4.2% active; inhibition, % at 20 µM; purified USP8, Ub-rhodamine cleavage fluorescence, 30 min; P40818
# * hit, by the source's call; i = inactive; · = not tested or not shown. No stated cut-off is given here; in the data, active means inhibition above about 30%; inactive means the rest.
SMILES,USP10 block,USP28 inh,UCHL1 inh,USP17 inh,OTUD3 block,USP30 block,USP7 block,USP8 block
CCN(CCCNC(=O)CCc1nnc2n(Cc3ccccc3Cl)c(=O)c3ccccc3n12)c1cccc(C)c1,14,-4,1,3,10,8,2,8
Cc1ccnc(NS(=O)(=O)c2ccc(NC(=O)c3ccc(S(=O)(=O)N(C)c4ccccc4)cc3)cc2)n1,16,12,3,-2,-4,25,7,25
Cc1nc2c(C)cccn2c(=O)c1Cc1nnc(SCCOc2ccccc2)n1C,-1,-3,-3,2,-7,-3,-3,-1
COc1cccc(CNC(=O)c2cc(CN3CCOCC3)on2)c1,0,-2,-3,-5,-4,-1,-14,2
CCN1C[C@@]23CN(C(=O)c4ccc(OC)cc4)C[C@@H](C[C@@H]2S1(=O)=O)O3,-2,0,-7,1,3,9,-6,-7
O=C(Nc1c(F)cccc1F)N1CCc2[nH]cnc2C1c1ccccn1 (stereo not drawn),3,0,0,-5,4,4,5,-53
CC(C)C(NC(=O)c1ccc(C(C)(C)C)cc1)C(=O)OCc1cc(=O)oc2ccc3ccccc3c12 (stereo not drawn),-3,·,-8,-22,1,·,0,-16
Cc1cccc(-c2c(NC(=O)c3ccc4c(c3)OCO4)n[nH]c2C)c1,2,22,2,-3,-11,-5,-1,-1
CSc1ccc(CN(C)C(=O)c2cccc3cccnc23)cc1,-6,1,-1,1,4,-4,-1,12
COc1ccc(Cl)cc1NC(=O)Cn1nc2c3c(C)c(C)sc3ncn2c1=O,-4,2,2,18,6,-4,0,13
CNc1nc(C2CCCNC2)nc2c1CCN(CCc1ccccc1)C2 (stereo not drawn),-3,·,-3,-28,4,·,-1,-16
COc1ccc(-c2cc(C(=O)N3CCN(c4ccc(F)cc4)CC3)[nH]n2)cc1,6,-3,0,3,-6,-2,2,-41
COc1ccccc1C1=NS(=O)(=O)N(C)C(C(=O)Nc2ccc(C(C)=O)cc2)=C1,4,25,6,-2,-11,-51,-136,-39
O=C(NC1CCCCC1)c1ccc(Oc2ccc(C(=O)NC3CCCCC3)cc2)cc1,-2,0,1,0,-1,-4,6,0
Fc1cc(CN2CCCC(c3nnc4n3CCNCC4)C2)ccc1N1CCCC1 (stereo not drawn),-5,-48,-4,-45,-46,-175,-5,-51
CC(=O)C(CC(=O)N1CCCC1)C(=O)Nc1ccc(Cl)cc1 (stereo not drawn),1,8,2,3,-1,18,-15,9
CC(=O)OC(c1nc2ccccc2c(=O)n1C1CC2(OC1=O)c1ccccc1N1C(=O)C(C)(C)N(O)C12)C(C)C (stereo not drawn),-4,0,-1,-18,2,-14,-3,-9
CC1CCN(c2ccc3nnc(CCC(=O)NCc4ccc(CN5CCOCC5)o4)n3n2)CC1,0,31*,-1,9,10,19,3,12
Cn1c(CNC(=O)C2CCC2)nc2c1CN(C(=O)c1ccc(C(F)(F)F)cc1)CC2,2,14,0,11,10,13,2,12
Cc1cc(C(F)(F)Sc2ccc(Cl)cc2)n[nH]1,1,16,0,-4,-7,-1,0,13

# Some of these compounds in order of their number in USP17 inh, lowest first:
SMILES,USP10 block,USP28 inh,UCHL1 inh,USP17 inh,OTUD3 block,USP30 block,USP7 block,USP8 block
CC(=O)OC(c1nc2ccccc2c(=O)n1C1CC2(OC1=O)c1ccccc1N1C(=O)C(C)(C)N(O)C12)C(C)C (stereo not drawn),-4,0,-1,-18,2,-14,-3,-9
Cc1nc2c(C)cccn2c(=O)c1Cc1nnc(SCCOc2ccccc2)n1C,-1,-3,-3,2,-7,-3,-3,-1
CC(=O)C(CC(=O)N1CCCC1)C(=O)Nc1ccc(Cl)cc1 (stereo not drawn),1,8,2,3,-1,18,-15,9

# (list continues)
SMILES,USP10 block,USP28 inh,UCHL1 inh,USP17 inh,OTUD3 block,USP30 block,USP7 block,USP8 block
Cc1ccc(Nc2nc(-c3ccncc3)nc3ccccc23)cc1,7,-1,2,-1,-7,-10,9,9
Cc1ccc(CNc2nc(N)c([N+](=O)[O-])c(NCc3ccccc3)n2)cc1,5,12,-1,10,17,29,5,-11
CCOC(=O)C(CC(C)C)NS(=O)(=O)c1ccc(C)cc1 (stereo not drawn),4,7,2,10,10,22,8,14
CC1CCN(Cc2ccncc2)Cc2nc3ccccc3n21 (stereo not drawn),-8,4,-1,5,1,-4,-1,14
Cc1ccc(N(CCC(=O)Nc2ccccc2N2CCOCC2)S(=O)(=O)c2ccc(C)cc2)cc1,12,14,7,7,15,20,3,7
CCCCCCCCCCCCCC/C=C/C(O)C(=O)NC(CO[C@@H]1O[C@@H](CO)[C@@H](O)[C@H](O)[C@@H]1O)C(O)/C=C/CC/C=C(\C)CCCCCCCCC (stereo partly drawn),1,-8,3,0,-4,2,2,5
CCOc1ccc2c(c1)sc1nc(-c3cccc([N+](=O)[O-])c3)cn12,4,-2,-1,3,0,0,0,9
CCCCCC(=O)C(CCCC)c1oc(=O)c(CCCC)c(O)c1CCCC (stereo not drawn),39*,14,10,30*,17,25,14,20
Clc1ccccc1-n1cc(-c2ccccc2)c2c(N3CCOCC3)ncnc21,5,0,7,-2,-7,0,-147,-7
O=C(CCc1nnc2n(CCc3ccccc3)c(=O)c3ccccc3n12)N1CCN(C(=O)c2ccco2)CC1,0,-8,3,1,-2,-12,1,19
Cn1ncc(-c2nc(-c3ccc(Cl)cc3)cs2)c1NC(=O)NC(=O)c1c(F)cccc1F,7,·,1,53*,-4,·,1,5
O=C(Nc1ccccc1)N1CCCN(c2c(Cl)cncc2Cl)CC1,2,21,4,20,11,32*,-4,27
COc1ccc2c(Cl)c(C(=O)Nc3cccc(Cl)c3C)sc2c1,3,-8,0,-1,-7,-17,4,1
Cn1cc(C(=O)N2CCN(c3cccc(Cl)c3)CC2)nn1,0,-8,-2,-7,-7,-11,-2,-4
CCC(C)NC(=O)c1cnn2c3c(cnc12)CCCC3 (stereo not drawn),-1,5,-2,0,6,0,0,-11
C=C1CCC[C@]2(C)C[C@H]3OC(=O)C(CN(C)C[C@@H](O)c4cccc(O)c4)[C@H]3C[C@@H]12 (stereo partly drawn),-2,-10,-16,-16,-9,-53,-13,-5
CN(Cc1cc(=O)n2ccsc2n1)c1ccccc1,-2,-9,-3,1,-14,-71,-9,35*
N#Cc1c2n(c(=O)n(CC(=O)NC3CC3)c1=O)CCC2,-11,-26,-13,-25,-27,-117,-19,-2
CCn1c(=O)c2sccc2n2c(CCCC(=O)Nc3ccc(F)c(Cl)c3)nnc12,-1,11,3,8,8,25,0,9
CCCN1CC(=O)N2C(CCc3ccccc3)c3[nH]c4ccccc4c3C[C@@H]2C1=O (stereo partly drawn),2,-5,5,-1,-4,-38,10,0
CN1CCCN(C(=O)c2ncn3c(C4CCN(CC5CC5)CC4)ccnc23)CC1,-5,-80,-13,-85,-66,-312,-17,-167
COC(=O)c1ccc(CSc2nnc(CNC(=O)c3cccs3)o2)o1,1,-6,-6,-4,-2,-8,-5,-20
Cc1cnc(-c2cnc(CC3CCCN(S(=O)(=O)N(C)C)C3)cn2)[nH]1 (stereo not drawn),-3,-2,-4,-29,-5,-25,-2,-76
Cc1ccc(CNc2nc(Nc3ccc(F)cc3)c3cnn(C)c3n2)cc1,4,3,13,3,-5,-2,-11,-7
COCCCn1c(C(=O)NCCc2ccccc2)cc2c(=O)n3ccccc3nc21,-13,-16,-8,-2,-3,-19,-6,3
O=C(Nc1ccccc1F)c1ccc2c(c1)ncn2CCN1CCCC1,-6,-3,1,5,2,-23,3,7
Cc1ccc(-c2csc3ncn(Cc4ccco4)c(=O)c23)cc1,4,32*,2,30,11,9,1,-1
CCCNC(=O)c1nnn(-c2ccccc2)c1-c1ccncc1,0,-4,-1,-9,0,1,-2,-1
CCNC(=O)N1CCN(c2ncccc2-c2nnc(C3CC3)o2)CC1,0,7,2,13,10,20,3,-2
CCCNC(=O)CN1C(=O)C(CC)Oc2ccc(C(=O)c3ccco3)cc21 (stereo not drawn),0,-4,0,-2,-4,1,-7,6
Cc1ccc(NC(=O)c2ccn(COc3ccc(Cl)c(C)c3)n2)nc1,7,-6,0,34*,-1,22,4,19
N#Cc1cccc(NC(=O)c2ccc(S(=O)(=O)N3CCOCC3)cc2)c1,6,6,1,11,7,9,-59,2
COCCN1C(=O)c2ccccc2C(C(=O)Nc2ccccc2F)C12CCCCC2 (stereo not drawn),2,-4,1,-1,-4,3,5,-3
Cc1cccn2c(=O)c3c(nc12)CCN(C(=O)c1cccs1)C3,-6,-31,-7,-29,-22,-107,-7,-4
Cc1cc(N2CCCC2c2nc(C)cc(-c3ncc[nH]3)n2)ncn1 (stereo not drawn),-1,-13,2,-12,-4,-5,2,-47
Cc1ccc(C(CNC(=O)c2cc(-c3cccs3)on2)N2CCOCC2)cc1 (stereo not drawn),-3,1,2,-2,6,-4,1,4
CC(C)Oc1ccc(C(=O)N2CCN(C(=O)c3cnn4ccccc34)CC2)cc1,-2,15,3,17,10,19,4,9
Cc1ccc2nc(CNc3cc(F)ccc3C)cc(=O)n2c1,-8,-5,-3,-12,-7,-56,6,-4
Clc1ccc(-c2[nH]ncc2CN2CCN(c3ccccc3)CC2)cc1,6,8,6,-15,-5,-6,-32,-58
CC(C)c1cc(C2CCCN2C(=O)Cc2c(F)cccc2Cl)no1 (stereo not drawn),-1,-2,-1,-7,-2,1,-14,5

# Rewritten as labelled records: entries from further up
smiles: Cc1cccn2c(=O)c3c(nc12)CCN(C(=O)c1cccs1)C3
  USP10 block = -6
  USP28 inh = -31
  UCHL1 inh = -7
  USP17 inh = -29
  OTUD3 block = -22
  USP30 block = -107
  USP7 block = -7
  USP8 block = -4

smiles: Cc1cc(N2CCCC2c2nc(C)cc(-c3ncc[nH]3)n2)ncn1 (stereo not drawn)
  USP10 block = -1
  USP28 inh = -13
  UCHL1 inh = 2
  USP17 inh = -12
  OTUD3 block = -4
  USP30 block = -5
  USP7 block = 2
  USP8 block = -47

smiles: Cc1ccc(C(CNC(=O)c2cc(-c3cccs3)on2)N2CCOCC2)cc1 (stereo not drawn)
  USP10 block = -3
  USP28 inh = 1
  UCHL1 inh = 2
  USP17 inh = -2
  OTUD3 block = 6
  USP30 block = -4
  USP7 block = 1
  USP8 block = 4

smiles: CC(C)Oc1ccc(C(=O)N2CCN(C(=O)c3cnn4ccccc34)CC2)cc1
  USP10 block = -2
  USP28 inh = 15
  UCHL1 inh = 3
  USP17 inh = 17
  OTUD3 block = 10
  USP30 block = 19
  USP7 block = 4
  USP8 block = 9

# Remaining list, next part:
SMILES,USP10 block,USP28 inh,UCHL1 inh,USP17 inh,OTUD3 block,USP30 block,USP7 block,USP8 block
COc1ccc2[nH]cc(C(C(=O)O)N3CCN(c4ccccn4)CC3)c2c1 (stereo not drawn),0,·,2,22,6,·,3,5
CN1CCN(C(=O)c2cc(-c3cnc(-c4cccc(F)c4)nc3)cn2C)CC1,-1,-6,1,-11,-3,3,-7,1
O=C(NCc1ccccc1)[C@H]1C[C@@H]2CN(CC3CC3)C[C@H]1O2,1,9,1,0,11,20,7,-16
Cc1cccc(NC(=O)CN2CCC(c3nc(-c4ccncc4)no3)CC2)c1,-4,-13,-5,-14,-15,-16,-1,-18
Fc1ccc(-c2noc([C@@H]3CCCN3Cc3ccccn3)n2)nc1,-6,-29,-8,-38,-29,-105,-8,12
CC(C)C(=O)N1Cc2ccccc2CC2(CCCCN2C)C1 (stereo not drawn),-1,3,1,-1,6,6,6,1
COc1cccc(-n2nnc(-c3nnc(-c4ccccc4C)o3)c2C)c1,5,2,3,-2,8,49*,-33,-17
Cc1ccc([C@H](C)N2CN(C3CCN(C(=O)C4CCC4)CC3)CC2=O)cc1,-3,-12,-2,-21,-6,-10,0,-22
O=C(CSc1nc2ccccc2[nH]1)Nc1ccc2c(c1)OCCO2,24,46*,14,0,14,-66,11,3
Cc1occc1CNC(=O)C(=O)Nc1ccc(-n2cncn2)c(F)c1,-1,8,0,0,-7,-5,-1,0
COc1ccc(-c2nc(CCNC(=O)c3c(F)cccc3F)cs2)cc1,-1,5,3,10,7,-1,0,21
O=C(O)CSc1ccc(C(F)(F)F)cn1,-1,5,0,0,9,16,0,-3
COc1cc2[nH]c(=O)n(Cc3ccc(C(=O)NCc4ccco4)cc3)c(=O)c2cc1OC,4,0,6,0,13,11,7,26
COc1ccc(-c2csc3ncnc(N4CCc5ccccc5C4)c23)cc1,-3,24,-5,6,21,20,4,21
Cc1ccc(S(=O)(=O)Nc2ccccc2C(=O)Nc2nc3ccc(Br)cc3s2)cc1,93*,77*,53*,97*,84*,75*,89*,95*
CC(C)c1ccc(NC(=O)c2ccc(-c3noc(C4CC4)n3)cc2)cc1,1,1,4,·,14,20,14,9
O=C1NCCCCC1N1CCN(S(=O)(=O)c2ccc(F)c(Cl)c2)CC1 (stereo not drawn),-3,-7,-8,·,-20,-41,-7,-19
O=C(CSc1nnc(-c2c[nH]c3ccccc23)n1-c1ccc(F)cc1)NCC1CCCO1 (stereo not drawn),-1,-4,2,-12,-1,7,-3,-4
CCN(CC)Cc1ccc(-c2nnc(-c3cnc4onc(C)c4c3)o2)o1,-3,-90,29,-54,-68,i,-22,6
COc1cc(OC)cc(-n2c(=O)c3ccccc3n(CC(=O)NCCC3=CCCCC3)c2=O)c1,16,-19,0,29,11,22,10,23
O=C(Nc1ccc(F)cc1F)C1=Cc2ccccc2OC1,0,-4,0,-3,-6,-9,-1,-1
Cc1cc(C)c(S(=O)(=O)Nc2ccc(Cn3cncn3)cc2)cc1C,0,-10,0,-5,-6,-29,-1,-4

# Screening results: PubChem BioAssay, Dana-Farber Cancer Institute and Novartis Institutes for BioMedical Research (Cambridge, Mass)
